Rab9 promoter act = activates the Rab9 promoter. Huh7 Rab9 promoter-luciferase reporter, luminescence, 24 h. Potency, µM (top dose mostly 9.22 µM), for inactives: at the highest dose activation, negative = inhibition, usual class: activators. hit rate 2.8% among 320,000. AID 485297; also: potency is read from the fitted curve at half-maximal effect; % of control where 0% means no effect; nearly all actives have a fitted effect of over 60% in size
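Cells were plated at 1500 per well in reduced-serum medium with 10% FBS and left 2 h. Compound in DMSO was then added for 24 h at 37 °C. Reporter signal was read by luminescence after 10 min with luciferase detection reagent.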
RORgamma inh = inhibitors of mouse ROR gamma transcriptional activity; Potency, µM (titrated, usually from 53.6 µM), without a hit: at the highest dose activity change, negative = inhibition, usual class: inhibitors; hit rate 5.4% among 310,000; Drosophila S2 Gal4-RORgamma UAS-luciferase reporter, 20 h; AID 2551; also: potency is read from the fitted curve at half-maximal effect; % is scaled to controls: 0 for no effect and ±100 for the full control effect; nearly all actives have a fitted effect of over 60% in size
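In this cell-based reporter format, copper sulfate (700 uM final) drives Gal4–ROR gamma fusion expression from a metallothionein promoter in Drosophila Schneider cells; compounds preincubated 1 hr, reporter read after 20 hr at ambient temperature.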
Menin MLL FP TR = displaces Texas Red mutant MLL peptide from human menin. Menin + Texas Red MLL mutant peptide, fluorescence polarization. Potency, µM (top dose mostly 61.6 µM), inactives show top-dose FP activity change, negative = inhibition, hits mostly inhibitors. hit rate 0.23% among 270,000. AID 1768; active = well fitted inhibition curve with a large enough effect in the polarisation, with a control signal flat, not every such curve was filed as active; inconclusive = small, poorly fitted or top-dose-only effect, or effect the other way, or a change in a side signal; inactive = no such curve, though single readings can be large or run the other way; the % refers to the polarisation; also: potency is read from the fitted curve at half-maximal effect; % of control where 0% means no effect; many of its hits are not listed in these tables
PKM2 activator = activators of human pyruvate kinase M2; Potency, µM (doses to about 57.5 µM), without a hit: at the highest dose activation, actives largely listed as activators; purified PKM2, Kinase-Glo ATP luminescence, activation; response scale: 0% is enzyme alone, no compound; AID 1631; P14618; hit rate 0.34% among 260,000; also: potency is read from the fitted curve at half-maximal effect; % is scaled to controls: 0 for no effect and ±100 for the full control effect; nearly all actives have a fitted effect of over 55% in size
Target sequence (P14618 whole entry, looked up): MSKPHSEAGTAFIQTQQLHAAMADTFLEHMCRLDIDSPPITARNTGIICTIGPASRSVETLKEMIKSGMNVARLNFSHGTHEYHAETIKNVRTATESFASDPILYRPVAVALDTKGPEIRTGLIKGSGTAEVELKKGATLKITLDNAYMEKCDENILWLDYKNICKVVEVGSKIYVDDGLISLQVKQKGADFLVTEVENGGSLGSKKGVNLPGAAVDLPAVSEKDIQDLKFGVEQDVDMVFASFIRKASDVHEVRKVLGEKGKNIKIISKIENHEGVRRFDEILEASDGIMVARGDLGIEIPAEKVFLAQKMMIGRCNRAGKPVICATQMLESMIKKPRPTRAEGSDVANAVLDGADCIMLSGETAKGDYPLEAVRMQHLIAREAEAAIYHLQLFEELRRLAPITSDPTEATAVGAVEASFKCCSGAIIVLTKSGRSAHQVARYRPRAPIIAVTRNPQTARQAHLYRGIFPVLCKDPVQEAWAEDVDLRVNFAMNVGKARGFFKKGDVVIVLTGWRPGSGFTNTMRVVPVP
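Kinase-Glo luminescence reports ATP generated from ADP (0.1 mM) and PEP (0.5 mM) by purified hPK-M2 after 1 h at room temperature, pH 7.2 imidazole buffer; intermediate enzyme activity allows detecting inhibitors and activators.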
ELG1 genotox = induces genotoxicity in HEK293T cells with luciferase-tagged ELG1; HEK293T ELG1-luciferase reporter, luminescence, 16 h; Potency, µM (highest dose often 46 µM), inactives show at the top dose activity change, positive = activation, usual class: activators; hit rate 1.3% among 330,000; also: potency is read from the fitted curve at half-maximal effect; % of control where 0% means no effect; nearly all actives have a fitted effect of over 60% in size
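Genotoxic stress is detected as increased luminescence from luciferase-tagged ELG1 in HEK293T cells, measured with ONE-Glo after a 16 hr treatment at 37 °C.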
NPC1 prom act = NPC1 promoter activation; Potency, µM (top dose mostly 9.22 µM), for the others: at the highest dose activation, usual class: activators; hit rate 2.4% among 320,000; Huh7 NPC1 promoter luciferase reporter, 24 h;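 also: potency is read from the fitted curve at half-maximal effect; % of control where 0% means no effect; nearly all actives have a fitted effect of over 60% in size; reporter is driven by a mutant NPC1 promoter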
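Huh7 reporter cells (NPC1 promoter driving luciferase) are dosed with compound for 24 h at 37 °C, 5% CO2; luciferase detection reagent is then added and luminescence measured after 10 min at ambient temperature.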
BRCA1 expr act = BRCA1 expression activation | MCF7-BRCA1-FFLuc reporter, luminescence, 48 h; response scale: scaled: vehicle 0%, 10 µM genistein 100% | Potency, µM (doses to about 46.1 µM), for inactives: at the highest dose activation, usual class: activators | hit rate 1.1% among 380,000 | AID 624202; also: potency is read from the fitted curve at half-maximal effect; nearly all actives have a fitted effect of over 80% in size; some results filed as inactive show a strong effect at the top dose
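48 h compound treatment of MCF7-BRCA1-FFLuc cells (phenol-red free MEM, 37 °C), then 15 min with luciferase substrate and luminescence imaging.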
Giardia kill = Giardia lamblia killing. hit rate 0.15% among 340,000. activity change, % at 7.66 µM, hits read low. Giardia lamblia trophozoite viability; in the data active = activity change below about -80%; inconclusive = between about -30% and that limit;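 also: parasites exposed to compound for two days anaerobically before the ATP read; % is scaled to controls: 0 for no effect and ±100 for the full control effect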
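Trophozoites 100 cells/well + cpd; 48 hrs, 37 deg C, anaerobic. ATPLite 1-Step added, 15-30 min RT, luminescence read (ATP-based viability).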
p53 reactivator = mutant p53 re-activation in reporter cells; H1299 p53-A138V BP100-luciferase reporter, luminescence, 24 h; Potency, µM (highest dose often 92.2 µM), for the others: top-dose activity change, positive = activation, most hits filed as activators; hit rate 0.063% among 320,000; also: potency is read from the fitted curve at half-maximal effect; % of control where 0% means no effect; nearly all actives have a fitted effect of over 45% in size
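p53-null H1299 cells stably carrying temperature-sensitive p53-A138V and a BP100-luciferase reporter were pinned with compounds (4-point, 1:5 series) and held 24 hrs at 37 deg C. Luminescence was read 10 min after detection reagent.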
FLuc counter = counter-screen for miR-21 project: firefly luciferase inhibitors or activators; P08659; purified FLuc, Km substrates, luminescence inhibition; Potency, µM (series often up to 57.5 µM), inactives show at the top dose activity change, negative = inhibition, hits mostly inhibitors; hit rate 6.9% among 360,000; AID 588342;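 also: potency is read from the fitted curve at half-maximal effect; plate controls were vehicle for no effect and reference inhibitor for full effect; nearly all actives have a fitted effect of over 55% in size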
Target sequence (P08659 whole entry, looked up): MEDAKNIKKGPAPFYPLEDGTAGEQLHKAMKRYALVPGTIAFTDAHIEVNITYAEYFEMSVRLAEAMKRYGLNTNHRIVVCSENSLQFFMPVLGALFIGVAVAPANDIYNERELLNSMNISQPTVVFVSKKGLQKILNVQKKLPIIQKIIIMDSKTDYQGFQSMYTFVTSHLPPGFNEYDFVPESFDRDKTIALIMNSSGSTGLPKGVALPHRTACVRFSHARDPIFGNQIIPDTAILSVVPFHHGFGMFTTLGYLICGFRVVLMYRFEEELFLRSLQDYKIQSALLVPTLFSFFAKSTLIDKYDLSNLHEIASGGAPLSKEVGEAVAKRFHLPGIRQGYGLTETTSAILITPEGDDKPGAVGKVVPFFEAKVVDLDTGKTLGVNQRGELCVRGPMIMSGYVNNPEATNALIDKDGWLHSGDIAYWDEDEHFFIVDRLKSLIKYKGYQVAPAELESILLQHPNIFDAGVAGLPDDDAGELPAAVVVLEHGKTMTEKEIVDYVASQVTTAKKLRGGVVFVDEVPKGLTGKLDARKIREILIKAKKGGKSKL
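Biochemical qHTS of compounds, final roughly 60 µM downward over six points, against 10 nM purified firefly luciferase using Km concentrations of substrates (10 uM D-luciferin, 10 uM ATP) in Tris acetate pH 7.5 buffer; luminescence output.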
VP16 counter = inhibits Gal4-VP16 luciferase reporter, ROR gamma counter-screen | hit rate 3.5% among 310,000 | Drosophila S2 Gal4-VP16 UAS-luciferase, luminescence, 20 h | Potency, µM (top dose mostly 53.6 µM), for the others: top-dose activity, negative = inhibition, actives largely listed as inhibitors;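 also: Gal4-VP16 expression switched on by copper sulfate through the metallothionein promoter; potency is read from the fitted curve at half-maximal effect; % is scaled to controls: 0 for no effect and ±100 for the full control effect; nearly all actives have a fitted effect of over 50% in size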
The depositor's hits bear a star; ? = inconclusive; . = no result given; & = joins results of further samples; [ ] = remark or other dose. Unless noted, calls follow the shape of the dose curve; as a rule, active = well fitted curve in the direction sought with a large enough effect; inconclusive = small, poorly fitted or top-dose-only effect, or another doubt; inactive = no such curve, though single readings can be large; an effect the other way counts as inactive or inconclusive. The list is partial; rates above refer to the full screens.

SMILES	Rab9 promoter act	RORgamma inh	Menin MLL FP TR	PKM2 activator	ELG1 genotox	NPC1 prom act	BRCA1 expr act	Giardia kill	p53 reactivator	FLuc counter	VP16 counter
C[C@H](NC(=O)c1ccccc1Cl)C(=O)Nc1ccccc1F	4%	-12%	12%	-9%	0%	1%	-4%	-7	0%	-2%	-3%
CN1/C(=C\C(=O)c2cccnc2)Sc2ccccc21	2.2µM*	2%	?	6%	?	2.5µM*	?	-11	0%	9.5µM*	19%
COCCCNC(=O)CSC1=Nc2ccccc2C2=NC(Cc3c[nH]c4ccccc34)C(=O)N12 (configuration not stated)	3%	18%	5%	-15%	4%	-5%	-11%	-4	3%	2%	3%
CCOc1cc(-c2nnn(CC(=O)N3CCCCC3)n2)ccc1OC	-8%	16%	11%	0%	4%	-2%	-13%	20	.	-1%	-2%
O=C(COc1ccc(Cl)cc1)NCCCNC(=O)c1cnccn1	0%	-7%	-10%	-7%	-1%	4%	-3%	12	-5%	-1%	-1%
Cc1ccc(N=Cc2ccc(O)cc2O)cc1F	-4%	5%	7%	1%	-9%	7%	8%	-13	8%	3%	8%
CC(=O)c1ccc(-n2cc(-c3ccc(C(C)(C)C)cc3)[n+]3c2SCCC3)cc1	-6%	-22%	-12%	-17%	-17%	5%	-12%	-9	-1%	1%	11µM*
CN(C)C(CNC(=O)c1ccc(-c2ccccc2)cc1)c1ccccc1 (configuration not stated)	-4%	2%	-13%	-6%	-1%	-1%	-50%	9	-6%	-11%	0%
Cc1ccc(N(CC(O)COCc2ccco2)S(=O)(=O)c2ccc(C)cc2)cc1 (configuration not stated)	-6%	16%	8%	23%	2%	0%	-6%	-6	3%	4%	0%
CCCn1c(N)c(C(=O)COC(=O)COc2ccc(Cl)c(C)c2)c(=O)n(C)c1=O	1%	.	.	.	1%	-1%	17%	-4	3%	3%	.
O=C(O)c1ccc(/C=N/N2CCN(Cc3cccc4ccccc34)CC2)cc1	-1%	19%	15%	10%	-2%	-2%	0%	-3	3%	?	-5%
COc1ccc(-c2cc(CS(=O)(=O)c3ccccc3)on2)cc1	3.2µM*	?	7%	-4%	?	3.2µM*	?	7	-7%	11µM*	24%
CCCn1nc([N+](=O)[O-])c(C(C#N)c2nc3ccccc3o2)c(Cl)c1=O (configuration not stated)	1%	-26%	?	-6%	2%	1%	-69%	-12	-2%	-10%	?
COc1ccccc1N1C(=O)c2ccccc2NC1c1cc(OC)c(OC)c(OC)c1 (configuration not stated)	5%	.	-14%	0%	3%	0%	16%	11	.	-1%	.
O=C(CCS(=O)(=O)c1ccc(Cl)cc1)Nc1nnc(-c2cccs2)o1	2%	.	.	.	-2%	-2%	-25%	4	-15%	-3%	.
COc1ccc(Cn2c(CO)cnc2SCC(=O)Nc2cc(C)on2)cc1	-6%	-2%	-6%	12%[0.46 µM]	1%	-4%	2%	9	12%	2%	1%
O=[N+]([O-])c1ccc2c(c1)C(O)n1nc(-c3ccc(Cl)cc3Cl)nc1S2 (configuration not stated)	-1%	11µM*	-2%	0%	-3%	2%	6%	-3	5%	10%	?
CCN1CCCC1CNc1ncnc2c1[nH]c1ccc(F)cc12 (configuration not stated)	-3%	20%	-24%	5%	-2%	0%	-46%	-2	-4%	13%	-9%
Cc1ccc(S(=O)(=O)Nc2cccc(-n3cnnn3)c2)cc1C	-6%	29%	12%	19%	0%	-1%	-16%	16	-6%	0%	-16%
CCOc1ccc(NC(=O)CN(C)c2ccc(S(=O)(=O)N3CCOCC3)cn2)cc1OCC	-2%	-5%	.	-27%	2%	1%	13%	9	-2%	-4%	1%
Cc1ccccc1OCc1nnc(SCC(=O)Nc2ccc3nc(SCC(=O)NC(C)(C)C)sc3c2)n1C	4%	43%	20%	-2%	-5%	3%	-84%[inhibitor]	-17	-4%	2%	-13%
CC(C)CNC(=O)COc1ccc2c3c(c(=O)oc2c1)CCC3	1%	5%	-15%	-3%	3%	9%	59%	2	11%	-10%	-8%
Cc1ccc(S(=O)(=O)N2CCCC2CNC(=O)C(=O)NCCN2CCOCC2)cc1 (configuration not stated)	-4%	.	.	.	-6%	0%	-13%	-4	4%	-2%	.
O=C(COC(=O)Cn1cnc2ccccc21)NCCC1=CCCCC1	2%	-13%	-10%	-2%	1%	-1%	-23%	-5	0%	2%	-10%
CCCC[C@@H]1CNC(=O)C(=O)N1CCCc1cc(OC)c(OC)c(OC)c1	-3%	-9%	.	-4%	2%	0%	17%	2	0%	1%	3%
CCNc1c(NS(=O)(=O)c2ccc(Br)s2)c(=O)oc2ccccc12	1%	8%	0%	1%	-2%	-1%	-13%	-11	1%	0%	-7%
Cc1cc(=S)cc(C)n1CCO	-3%	4%	5%	1%	0%	-4%	4%	-18	3%	2%	-4%
COc1cc(CNc2ccc3[nH]c(=O)[nH]c3c2)cc(Br)c1OCc1ccc(F)cc1	-1%[1.84 µM]	?	?	.	2%	-7%	-10%	-15	-2%	0%&-6%	?
Cc1ccccc1Cn1ccc(=NCc2ccccc2)cc1	-21%	?	-14%	2%	-10%	-16%	-21%	-4	-15%	-1%	?
CC(C)Cc1cc(CN2CCC(CO)(Cc3ccccc3)CC2)[nH]n1	-3%	-1%	.	0%	1%	-3%	-24%	-8	-2%	4%	-16%
CC1NC(=O)NC1CCCCCC(=O)Nc1ccc(F)c(Cl)c1 (configuration not stated)	-2%	17%	11%	4%	3%	0%	-27%	4	-3%	4%	3%
CCN(CC)CCCN1C(=O)C(O)=C(C(=O)c2sc(C)nc2C)C1c1ccco1 (configuration not stated)	-2%	-14%	8%	-1%	-3%	3%	3%	-17	18%	8%	3%
Clc1ccc(/C=N/Nc2nn[nH]n2)cc1	-1%	-6%	1%	-5%	5%	-1%	1%	1	13%	?	1%
CCOC(=O)N1CCN(C(=O)c2ccccc2N(C)S(C)(=O)=O)CC1	-2%	-8%[0.365 µM]	14%	-9%	-4%	-3%	5%	-9	3%	0%	.
CCSCc1nnc(SCC(=O)Nc2nc3ccccc3s2)n1C	24%	7%	-10%	-1%	2%	17%	4%	4	9%	-2%	22%
Cc1ccc(NC(=O)c2ccc(Br)o2)cc1S(=O)(=O)N(C)C	?	?	3%	2%	4%	?	68%	4	0%	13µM*	-4%
COC(=O)C1(C)Nc2ccccc2C(=O)N1c1ccccc1C (configuration not stated)	1%	-6%	-1%	-1%	-11%	-1%	0%	-16	-1%	7%	0%
Cc1ccc2nc(/C(C#N)=C\c3ccc(Oc4ccc([N+](=O)[O-])cn4)cc3)[nH]c2c1	-5%	45%	?	-16%	-1%	0%	-51%	-9	-2%	-12%	5%
COC(=O)c1sccc1NC(=O)Nc1ccc(OC)c(OC)c1	-1%	17%	.	4%	-3%	-1%	-1%	9	-4%	?	0%
CC(=O)c1c(C)n([O-])c2ccccc2[n+]1=O	-6%	21%	9%	1%	3%	-3%	-6%	-81*	0%	0%	-8%
Cc1cc(/C=C2/NC(=O)N(Cc3ccccc3F)C2=O)c(C)n1-c1ccccn1	20%	?	-3%	24%	3%	10%	-58%	-22	4%	?	12%
Clc1ccc(-c2nc(N3CCCCC3)nc3ccccc23)cc1	-5%	9%	3%	8%	-2%	-3%	-9%	-4	29%	0%	-8%
COCCCNC(=O)c1ccccc1Sc1ccc(NC(C)=O)nc1	-5%	-7%	-1%	6%	5%	-3%	15%	-1	9%	-2%	0%
NS(=O)(=O)c1cccc(NC(=O)COC(=O)Cn2cc(C(F)(F)F)ccc2=O)c1	2%	.	.	.	3%	1%	5%	25	-6%	-2%	.
CCC(=O)NC(c1ccc(OC)cc1)c1cc(Cl)c2cccnc2c1O (configuration not stated)	-21%	-31%	0%	13%	-6%	-27%	-89%&-76%[inhibitor]	6	-3%	0%	2%
Cn1c(Sc2ccc(Br)cc2)c(C=O)c2ccccc21	-2%	21%	0%	1%	-8%	11%	-62%	-3	-1%	1%	2%
CC(NC(=O)CCNS(=O)(=O)c1ccc2c(c1)oc(=O)n2C)c1ccccc1 (configuration not stated)	-5%	-12%	2%	.	0%	0%	-17%	22	-3%	4%	-1%
CCOC(=O)c1ccc(S(=O)(=O)N(CCO)Cc2cc3cc(OC)c(OC)cc3[nH]c2=O)cc1	-14%	-1%	.	-1%	0%	-9%	-14%	10	0%	4%	5%
CC(=O)N(C)C1(c2nnnn2CCOC(=O)Nc2ccc(Cl)cc2)CCCCC1	-2%	16%	8%	1%	-10%	0%	2%	3	-17%	4%	3%
CC(C)OCCCNC(=O)c1cc(S(=O)(=O)N2CCc3ccccc32)cn1C	0%	30%	-3%	8%	0%	-1%	-5%	8	4%	1%	-5%
